Yeast growth tox – Inhibitors of S. cerevisiae growth, toxicity. 30,000 compounds, 0.3% hits. S. cerevisiae wild-type growth, A595 turbidity, 16 h. growth inhibition, % at 25 µM (by protocol);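 active means mutant and wild-type yeast strains alike exhibit over 30% growth inhibition; inconclusive means a strain exceeds 50% while the second remains under 30%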;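 further: 0% = untreated cell controls and 100% = YPD media blanks without cells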
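Incubation: 16 h growth with compound, 30 °C; Material: S. cerevisiae wild-type or eIF2Bepsilon-R284H mutant strain; Signal: turbidity measured as absorbance at 595 nm; Medium: YPD yeast growth medium; Measure: growth inhibition (%) versus cell controls and blanks; Doses: 25 µM single dose.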
Yeast eIF2B – eIF2B (yeast) activity modulation; S. cerevisiae eIF2B-epsilon R284H, GCN4-lacZ luminescence; inhibition, % at 25 µM (by protocol); 27,000 compounds, 0.91% hits;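 active means mutant luminescence inhibited past about 50% while wild type luminescence and mutant growth stay under set limits, limit read from the data; inconclusive means mutant versus wild type luminescence inhibition gap past a set limit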; further: some compounds called inactive have numbers as strong as hits
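Material – yeast eIF2B-epsilon R284H mutant carrying GCN4–beta-galactosidase fusion · Medium – YPD yeast growth medium · Compound – one concentration, 25 µM, 0.25% DMSO · Times – 16 h at 30 °C exposure · Signal – Beta-Glo luminescence plus absorbance at 595 nm · Read-out – % inhibition of reporter signal and growth versus controls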
Yeast growth tox inhibition % – second read-out of Yeast growth tox, no call of its own (marks repeat the call); growth inhibition, %; S. cerevisiae eIF2Bepsilon-R284H mutant growth, A595 turbidity, 16 h;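 each compound tested once at 25 µM; 0% equals untreated cells and 100% equals cell-free medium blanks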
Yeast eIF2B mutant toxicity – recorded beside Yeast eIF2B, whose call it bears; growth inhibition, %; measured here: mutant yeast growth, toxicity;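 each compound tested once at 25 µM; zero equals untreated control growth and 100 equals blank medium absorbance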
Numbers without * were called inactive; ? = inconclusive; nt = no result given. A portion of the library. The share of hits here may be higher or lower than overall.

Letter code – A = Yeast growth tox; B = Yeast growth tox inhibition %; C = Yeast eIF2B; D = Yeast eIF2B mutant toxicity
> COc1ccccc1Oc1coc2cc(O)ccc2c1=O
  A: 2.5	B: 9.7	C: 15.2	D: 9.7
> COC(=O)c1ccc(NC(=O)CSc2nnc(COc3ccccc3)n2C)cc1
  A: -18.6	B: -6.1	C: 20.2	D: -6.1
> CCC(=O)Nc1c2c(nn1-c1ccc(C)cc1C)CSC2
  A: 7.8	B: 6.9	C: 52.1*	D: nt
> CCC(=Nc1ccc(Cc2ccncc2)cc1)c1c(O)n(C)c(=O)n(C)c1=O
  A: 14.5	B: 10.3	C: 12.2	D: 10.3
> O=C(Nc1ccc2c(c1)OCO2)C1CCN(C(=O)c2cccs2)CC1
  A: 8.9	B: 0.0	C: 5.8	D: nt
> Cc1nnc2ccc(N3CCCC3)nn12
  A: nt	B: nt	C: 14.8	D: nt
> CC1CCCC(N2CCN(C(=O)c3cccc(F)c3)CC2)C1 (stereo unspecified)
  A: 14.2	B: 11.8	C: 15.1	D: 11.8
> CCOC(=O)CCC(=O)NCc1ccc2c(c1)cc(C)n2C
  A: -5.7	B: -9.5	C: 13.6	D: -9.5
> Cc1ccc2c(c1)nnn2C1CCN(CC(=O)Nc2ccc3c(c2)OCCO3)CC1
  A: -27.0	B: -14.3	C: 22.5	D: -14.3
> Cc1cccc(C)c1NC(=O)c1ccc(-n2cnnn2)cc1
  A: -10.9	B: 0.0	C: 8.8	D: nt
> CC1(c2ccccc2)CC(C)(C)N2C(=O)C3(C(C#N)=C(N)Oc4cc(O)ccc43)c3cccc1c32 (stereo unspecified)
  A: 16.6	B: 7.0	C: nt	D: nt
> CCS(=O)(=O)N1CCC(c2nc(-c3ccc(C(F)(F)F)cc3)no2)CC1
  A: nt	B: nt	C: -29.6	D: nt
> CC1CCCCN1C(=O)C1CC(c2ccc(F)cc2)=NO1 (stereo unspecified)
  A: -10.6	B: 10.3	C: -2.9	D: 10.3
> Cn1nc(-c2ccccc2)c(COC(=O)c2cccc(Cl)c2)c1S(=O)(=O)c1ccccc1
  A: 0.8	B: -16.7	C: 20.0	D: -16.7
> c1ccc(C2CC(c3ccccc3)n3ncnc3N2)cc1 (stereo unspecified)
  A: 11.2	B: -4.5	C: 17.6	D: -4.5
> CC1(C)Cc2c(C#N)c(N3CCN(C(=O)c4ccccc4)CC3)nc(Cc3ccccc3)c2CO1
  A: 8.3	B: -1.3	C: nt	D: nt
> CCNc1nc(NCc2ccccc2)nc(Oc2ccc(=O)[nH]n2)n1
  A: 6.8	B: 4.5	C: 6.6	D: 4.5
> CCC(=O)OCCn1c(Br)nc2c1c(=O)[nH]c(=O)n2C
  A: -20.6	B: 0.0	C: 29.1	D: nt
> O=S(=O)(c1ccc(SCCO)nc1)N1CCCC1
  A: -5.1	B: -15.0	C: -23.0	D: -15.0
> Cn1c(NCc2c(O)ccc3ccccc23)nc2ccccc21
  A: 44.6	B: 24.3	C: 10.2	D: 24.3
> CS(=O)(=O)N(CC(=O)NCc1ccco1)c1ccc2c(c1)OCO2
  A: nt	B: nt	C: 6.5	D: nt
> CCNC(=O)CC1C(=O)N(c2ccccc2)C(=O)N1CCC(C)C (stereo unspecified)
  A: 15.2	B: -10.6	C: 15.6	D: -10.6
> O=C(c1ccco1)n1nc(-c2ccccc2)nc1NCc1ccco1
  A: nt	B: nt	C: 32.6	D: nt
> CSc1ccc(C(=S)N2CCN(CCO)CC2)cc1
  A: nt	B: nt	C: -10.8	D: nt
> CC(=O)Nc1ccc(OC(F)(F)C(F)C(F)(F)F)c(NC(C)=O)c1 (stereo unspecified)
  A: 13.3	B: -3.6	C: 14.8	D: -3.6
> COc1ccc(CCNC(=O)CSc2nc(N)c(C#N)c(-c3cccs3)c2C#N)cc1OC
  A: -59.2	B: -42.9	C: nt	D: nt
> O=C(NCc1ccco1)c1sc2cccc(F)c2c1Cl
  A: -2.4	B: 5.0	C: -0.9	D: 5.0
> Cc1cc(C)c(S(=O)(=O)N(CC(=O)NCc2cccnc2)C2CCCCC2)c(C)c1
  A: 6.7	B: 3.5	C: 19.0	D: 3.5
> Cc1[nH]n(-c2cccc(Cl)c2)c(=O)c1-c1ccccc1
  A: 22.7	B: 18.9	C: 20.4	D: 18.9
> Cc1ccc(C(=O)CC2(O)C(=O)N(Cc3ccccc3)c3ccccc32)o1 (stereo unspecified)
  A: 8.9	B: 6.7	C: -12.2	D: 6.7
> COc1cc(C(=O)OC(C)C(=O)NCC2CCCCC2)cc(NC(=O)c2ccco2)c1OC (stereo unspecified)
  A: -13.5	B: -9.5	C: -23.4	D: -9.5
> CC1CC(C)CN(C(=O)CCNS(=O)(=O)c2cccs2)C1 (stereo unspecified)
  A: 10.8	B: 20.6	C: 16.3	D: 20.6
> Cn1c(Nn2cnnc2)nc2ccccc21
  A: -5.8	B: 10.3	C: 4.6	D: 10.3
> COc1ccc(OC)c(S(=O)(=O)N2CCC(C(=O)N3CCN(Cc4ccccc4)CC3)CC2)c1
  A: -0.5	B: -3.6	C: nt	D: nt
> COC(=O)c1ccc(S(=O)(=O)c2ccccc2)c(N)c1
  A: 15.0	B: 12.5	C: 8.4	D: 12.5
> Cc1cccc(-n2c(SCC(N)=O)nnc2-c2ccccn2)c1C
  A: 0.0	B: 12.5	C: -13.1	D: 12.5
> COc1ccc(CNc2nc(SC)n[nH]2)cc1OC
  A: 9.8	B: -9.7	C: nt	D: nt
> CCOC(=O)c1c(NC(=O)C(F)(OC)C(F)(F)F)sc(C(=O)N2CCCCC2)c1C (stereo unspecified)
  A: 0.0	B: -10.7	C: 10.9	D: -10.7
> COc1ccc(-n2c(N)c(Br)c(=O)[nH]c2=O)cc1
  A: 7.5	B: -26.1	C: 19.8	D: -26.1
> O=C(Nc1nccs1)c1ccc(S(=O)(=O)NCC2CCCCC2)cc1
  A: -31.3	B: -3.6	C: -13.6	D: -3.6
> COc1ccccc1-c1c(C)nn2c(C)c(C(C)=O)cnc12
  A: 8.1	B: -9.7	C: 21.8	D: -9.7
> Cc1ccc(-c2cn(S(=O)(=O)c3ccc(C)cc3)nc2N)cc1
  A: -3.1	B: 15.0	C: 13.6	D: 15.0
> COc1cccc(NC(=O)Nc2c(C)n(C)n(-c3ccccc3)c2=O)c1
  A: -2.3	B: 7.7	C: nt	D: nt
> O=C(NCc1cccs1)c1ccccc1C(=O)NCc1cccs1
  A: -2.4	B: -15.0	C: -45.1	D: -15.0
> CCn1c(SCC(=O)Nc2cc(C)ccc2C)nnc1-c1cnccn1
  A: -9.7	B: -6.9	C: 32.9	D: -6.9
> O=C(Nc1ccc2ccccc2c1)c1cn(-c2ccccc2)nc1-c1cccs1
  A: 1.4	B: -4.8	C: 5.1	D: -4.8
> COC(=O)c1sccc1NC(=O)c1cc2c(s1)CCCC2
  A: 8.2	B: 5.3	C: -17.0	D: 5.3
> Cc1ccc(S(=O)(=O)NC2=NCN(Cc3ccccc3)CN2)cc1
  A: 18.3	B: -3.7	C: 24.3	D: -3.7
> CCCCC(=O)Nc1ccc(C(=O)OC2CCCCC2)cc1
  A: 3.0	B: -14.3	C: 22.2	D: -14.3
> NC(=O)NC(Cc1ccccc1)C(=O)O (stereo unspecified)
  A: -5.0	B: -4.5	C: 17.7	D: -4.5

More results follow.
Letter code – A = Yeast growth tox; B = Yeast growth tox inhibition %; C = Yeast eIF2B; D = Yeast eIF2B mutant toxicity
> COc1cccc(/C(O)=C2/C(=O)C(=O)N(c3ccccn3)C2c2ccc(OC)c(OC)c2)c1 (stereo unspecified)
  A: -48.8	B: -9.5	C: -13.1	D: -9.5
> COC(=O)C1C(c2ccc(OC)c(OC)c2)NC(c2ccc(OC)c(OC)c2)C(C(=O)OC)S1(=O)=O (stereo unspecified)
  A: nt	B: nt	C: 0.9	D: nt
> Cc1[nH]c2ccccc2c1C1(O)C(=O)N(C(C)C)c2ccccc21 (stereo unspecified)
  A: 22.7	B: 12.5	C: nt	D: nt
> CCN1C(=O)NC(c2cc(Br)ccc2OC)C(C(=O)OC)=C1C (stereo unspecified)
  A: nt	B: nt	C: 14.9	D: nt
> CCOc1cc(S(=O)(=O)N2CCC(Cc3ccccc3)CC2)c(OCC)cc1-n1cnnn1
  A: 20.0	B: 6.9	C: 43.0	D: 6.9
> CCOc1ccc(S(=O)(=O)N2CCCC2)cc1
  A: 24.3	B: 22.6	C: 18.4	D: 22.6
> C=CCOc1ccc(CNc2nccs2)cc1OC
  A: -5.9	B: 48.4	C: 0.1	D: 48.4
> OCCn1nc2c3ccccc3nc-2n(-c2ccccc2)c1=S
  A: 31.4	B: 4.0	C: 21.7	D: 4.0
> Cc1cc(-c2nnc(-c3ccccc3)c(-c3ccccc3)n2)c(C)o1
  A: -29.3	B: -10.8	C: 12.1	D: -10.8
> Cc1cc2ncn(/N=C/c3ccc(-c4ccccc4)o3)c2cc1C
  A: 3.0	B: -38.1	C: -14.1	D: -38.1
> Cc1nnnn1-c1cccc(C(=O)O)c1
  A: 7.3	B: 17.9	C: nt	D: nt
> CC(=O)Nc1ccc(SCC(=O)c2cc(C)n(C)c2C)cc1
  A: 22.6	B: 17.4	C: nt	D: nt
> CCN(CC)CCN1C(=O)C2C3c4ccccc4C(c4ccccc43)C2C1=O (stereo unspecified)
  A: 15.0	B: 17.2	C: 17.5	D: 17.2
> Cc1ccc(/C=N/c2sc3c(c2C#N)CCCCC3)o1
  A: 3.3	B: -32.3	C: -7.8	D: -32.3
> CCOC(=O)Cc1csc(NC(=O)CSc2nc3sc(C(=O)O)c(C)c3c(=O)[nH]2)n1
  A: 6.9	B: 5.0	C: 23.3	D: 5.0
> O=C(NCc1ccco1)C(NS(=O)(=O)c1cccc2nsnc12)c1ccccc1 (stereo unspecified)
  A: 12.2	B: 7.4	C: 14.2	D: 7.4
> Cc1cccc(NC(=O)CSc2nnc(CSc3nc(C)cc(C)n3)o2)c1
  A: 9.4	B: -13.0	C: 9.1	D: -13.0
> Cc1cc(NC(=O)c2cc3nc4c(c(C(F)(F)F)n3n2)CCc2ccccc2-4)no1
  A: -40.6	B: -26.3	C: 1.0	D: -26.3
> Cc1csc(NC(=O)CNS(=O)(=O)c2cccs2)n1
  A: 3.1	B: -15.8	C: 6.3	D: -15.8
> CCN1CCCC1CNC1=NCCCCC1 (stereo unspecified)
  A: 16.2	B: -9.1	C: 21.5	D: -9.1
> O=C(Nc1cnn(C23CC4CC(CC(C4)C2)C3)c1)c1cnn2cccnc12
  A: 23.4	B: -15.0	C: 7.5	D: -15.0
> O=C(Nn1cnc2ccccc2c1=O)c1ccccc1Cl
  A: ?	B: nt	C: 0.9	D: -17.9
> CCCCCCCn1ccc(=N)cc1
  A: 1.4	B: 10.5	C: nt	D: nt
> Cc1c(Br)c([N+](=O)[O-])nn1C(C)C(=O)NCc1cccnc1 (stereo unspecified)
  A: 24.6	B: 15.8	C: nt	D: nt
> CC(C)c1nc2cc3ccccc3cc2[nH]1
  A: 3.4	B: 31.0	C: -7.6	D: 31.0

Some of the entries above in another layout:
OCCn1nc2c3ccccc3nc-2n(-c2ccccc2)c1=S
  Yeast growth tox: 31.4; Yeast growth tox inhibition %: 4.0; Yeast eIF2B: 21.7; Yeast eIF2B mutant toxicity: 4.0

Cc1cc(-c2nnc(-c3ccccc3)c(-c3ccccc3)n2)c(C)o1
  Yeast growth tox: -29.3; Yeast growth tox inhibition %: -10.8; Yeast eIF2B: 12.1; Yeast eIF2B mutant toxicity: -10.8

(listing goes on)
Letter code – A = Yeast growth tox; B = Yeast growth tox inhibition %; C = Yeast eIF2B; D = Yeast eIF2B mutant toxicity
> CCC(Sc1nc2ccccc2c2nc3ccccc3n12)C(=O)NCc1ccco1 (stereo unspecified)
  A: -33.5	B: -2.7	C: 2.9	D: -2.7
> N#CC(C(=O)Nc1ccccc1)=C1Nc2ccccc2N1
  A: 35.0	B: 7.9	C: nt	D: nt
> C=CCc1cccc2cc(NC(C)=O)c(=O)oc12
  A: nt	B: nt	C: 2.5	D: nt
> Cc1cc(S(=O)(=O)Nc2ccccc2C(=O)O)ccc1Cl
  A: 20.3	B: -20.4	C: 20.0	D: -20.4

Arranged by formula weight (high to low): some entries from above.
Letter code – A = Yeast growth tox; B = Yeast growth tox inhibition %; C = Yeast eIF2B; D = Yeast eIF2B mutant toxicity
> CCC(Sc1nc2ccccc2c2nc3ccccc3n12)C(=O)NCc1ccco1 (stereo unspecified)
  A: -33.5	B: -2.7	C: 2.9	D: -2.7
> Cc1c(Br)c([N+](=O)[O-])nn1C(C)C(=O)NCc1cccnc1 (stereo unspecified)
  A: 24.6	B: 15.8	C: nt	D: nt
> Cc1cc(S(=O)(=O)Nc2ccccc2C(=O)O)ccc1Cl
  A: 20.3	B: -20.4	C: 20.0	D: -20.4
